APOBEC3A inh = human APOBEC3A DNA deaminase inhibition; P31941; recombinant A3A, FAM/TAMRA ssDNA deamination fluorescence; inhibition, % at 20 µM; 0.41% of 330,000 active; AID 493011;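 active = at least 40% inhibition at 20 µM here, with at most 30% in a related deaminase screen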;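 also: plate controls were A3A with DMSO for no effect and wells lacking A3A enzyme for full effect; some results filed as inactive read as strong as hits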
Target sequence (P31941 whole entry, looked up): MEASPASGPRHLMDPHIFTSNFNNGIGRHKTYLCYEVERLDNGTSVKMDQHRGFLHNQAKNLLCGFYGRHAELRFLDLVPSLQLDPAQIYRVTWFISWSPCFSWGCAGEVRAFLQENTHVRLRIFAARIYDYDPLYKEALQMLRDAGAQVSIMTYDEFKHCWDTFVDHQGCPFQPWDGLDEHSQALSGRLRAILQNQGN
Gli-Sufu block = blocks Gli-Sufu signaling in a luciferase reporter. inhibition, % at 5 µM. 0.74% of 340,000 active. Sufu-KO-LIGHT fibroblasts, Gli luciferase reporter luminescence;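 active = inhibition above about 55%, limit read from the data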;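 also: 0% = DMSO-treated cells and 100% = wells with medium but no cells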
EBI2 block = blocks human EBI2 receptor beta-arrestin signaling | P32249 | EBI2 beta-arrestin recruitment, luminescence, 7a,25-OHC stimulated | inhibition, % at 5 µM | 0.81% of 360,000 active; in the data active = inhibition above about 38%;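 also: enzyme fragment complementation signal reports receptor beta-arrestin coupling in cells; 0% = agonist plus DMSO wells and 100% = wells without agonist; some results beyond the cut were filed as inactive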
Target sequence (P32249 whole entry, looked up, the tested form may be a part): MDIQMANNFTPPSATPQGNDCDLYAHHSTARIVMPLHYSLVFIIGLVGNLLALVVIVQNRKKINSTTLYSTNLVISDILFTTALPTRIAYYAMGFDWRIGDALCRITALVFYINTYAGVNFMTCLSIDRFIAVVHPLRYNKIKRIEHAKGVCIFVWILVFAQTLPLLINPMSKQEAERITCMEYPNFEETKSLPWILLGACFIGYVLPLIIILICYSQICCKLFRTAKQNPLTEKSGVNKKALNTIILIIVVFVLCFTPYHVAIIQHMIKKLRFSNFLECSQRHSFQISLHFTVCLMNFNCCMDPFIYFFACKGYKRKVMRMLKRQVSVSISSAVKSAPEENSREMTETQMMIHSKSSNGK
GRIN3A LBD mod = modulators (binders) of human NR3A ligand-binding domain. NR3A LBD differential scanning fluorimetry, Tm shift; 0% = protein alone, 100% = glycine-bound protein. Tm shift relative to glycine control, % at 25 µM. 2.5% of 340,000 active;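 active = melting temperature shift of at least 10% of the positive control shift, at one fixed dose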
CCR6 antagonist = CCR6 (human) receptor antagonism | P51684 | CHO-K1 CCR6 PathHunter beta-arrestin, luminescence, CCL20-stimulated | inhibition, % at 20 µM | 0.49% of 340,000 active;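 active = compounds whose inhibition of the agonist-driven luminescence signal at 20 µM reaches about 50%, limit read from the data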;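 also: cells stimulated with CCL20 at 14 nM final; plate controls were DMSO with CCL20 for no effect and DMSO without agonist for full effect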
Target sequence (P51684 whole entry, looked up): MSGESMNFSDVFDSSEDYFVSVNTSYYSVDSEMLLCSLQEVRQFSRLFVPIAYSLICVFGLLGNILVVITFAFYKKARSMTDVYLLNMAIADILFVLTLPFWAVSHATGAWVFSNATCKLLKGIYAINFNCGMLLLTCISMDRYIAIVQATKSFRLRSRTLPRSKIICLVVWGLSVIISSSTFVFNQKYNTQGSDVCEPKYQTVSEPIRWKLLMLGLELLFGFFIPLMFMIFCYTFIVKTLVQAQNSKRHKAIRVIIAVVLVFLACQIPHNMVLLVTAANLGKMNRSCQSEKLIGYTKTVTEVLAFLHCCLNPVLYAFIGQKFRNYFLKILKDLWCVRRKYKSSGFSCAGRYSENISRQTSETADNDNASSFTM
MPTP block = inhibitors of mitochondrial permeability transition pore | isolated mouse mitochondria, Ca2+ swelling absorbance, 30 min | inhibition, % at 10 µM | 1.4% of 360,000 active | AID 602449;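 active = inhibition of 50% or more, scaled per plate between neutral and stimulator controls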;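 also: 0% = DMSO wells given calcium and 100% = 1 mM EGTA wells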
A3G deaminase = APOBEC3G (human) deaminase inhibition | recombinant A3G, ssDNA deamination FAM/TAMRA fluorescence | inhibition, % at 20 µM | 0.28% of 330,000 active | AID 493012;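 active = inhibition of at least 40% at 20 µM, with no more than 30% in the related APOBEC3A deaminase screen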;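 also: plate controls were DMSO wells with A3G for no effect and wells lacking A3G enzyme for full effect; some compounds called inactive have numbers as strong as hits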
CXCR6 block = CXCR6 (human) receptor inhibition | O00574 | CHO-K1 PathHunter CXCR6 beta-arrestin, luminescence | inhibition, % at 20 µM | 0.36% of 360,000 active | AID 602244; in the data active = inhibition above about 34%, passing the limit was not always enough;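 also: antagonist mode with CXCL16 agonist at 10 nM final; 0% = 10 nM CXCL16 with DMSO and 100% = unstimulated wells without agonist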
* = called active by the depositor; . = not tested or not shown.

Order of values: APOBEC3A inh | Gli-Sufu block | EBI2 block | GRIN3A LBD mod | CCR6 antagonist | MPTP block | A3G deaminase | CXCR6 block
1) Fc1ccc(Nc2ccnc(Nc3ccc(F)cc3)n2)cc1
  1 | -55 | 16 | 55* | 10 | 41 | 3 | 0
2) CC(O)Cc1nsc(NC(=O)c2ccc(Br)o2)n1 (centres undefined)
  -5 | -6 | -7 | 0 | 5 | 3.2 | -11 | -5
3) O=C(NCCN1CCN(c2ccccc2)CC1)c1cccc(Br)c1
  -4 | -8 | 21 | -2 | 17 | 20 | -5 | 2
4) COCCn1c(C)cc(C(=O)CN2C(=O)NC3(CCCCCCC3)C2=O)c1C
  -2 | -74 | 5 | -1 | 1 | 0.6 | -3 | -15
5) O=C(C=Cc1ccccc1)c1cccs1
  . | -7 | 9 | -45 | 24 | 1.4 | . | 7
6) O=C(NCCCn1ccnc1)c1cc(Cl)cc(Cl)c1
  -3 | 17 | -8 | 0 | -1 | 0.0 | -10 | 4
7) CC1=C(C(=O)Nc2ccccc2)C(c2cccs2)NC(=O)N1 (centres undefined)
  -3 | -6 | 8 | -1 | 8 | -0.1 | 7 | 3
8) Cc1c(CNCCc2ccc(Cl)cc2)c(C(=O)O)c(C)n1-c1ccccc1
  -3 | 7 | 3 | -1 | 9 | -0.6 | -3 | -1
9) COc1ccc(NC(=O)c2ccc(NS(=O)(=O)c3c(C)noc3C)cc2)cc1OC
  -3 | -11 | -2 | -3 | 9 | 2.9 | -7 | 4
10) O=C(Nc1ccccc1OC(F)F)C1CC(=O)N(Cc2ccccc2)C1 (centres undefined)
  -1 | -5 | 7 | 2 | 6 | -0.7 | -6 | -5
11) CC(=O)c1c(C)[nH]c(C(=O)OCc2ccc([N+](=O)[O-])cc2)c1C
  2 | -12 | 9 | 0 | 12 | 0.2 | 2 | -4
12) O=C(Cn1nnc(-c2ccccc2)n1)NCc1cccs1
  -6 | -5 | -6 | 9 | -1 | -0.7 | -4 | 4
13) Cc1ccc2nc(Cl)nc(-c3ccccc3)c2c1
  4 | 9 | 6 | 1 | 5 | -0.6 | -3 | 4
14) COc1c2c(c(CCC(=O)O)c3c1C=CC(C)(C)O3)OC(C)(C)C=C2
  . | -1 | -3 | 1 | 1 | -0.5 | . | -8
15) CCOc1ccccc1N(CC(=O)NCCc1ccccc1)C(=O)CCC(=O)Nc1ccccn1
  0 | 34 | -5 | -3 | 6 | -2.5 | -5 | -6
16) NC1=NC(=O)C(Cc2ccc(Br)cc2)S1 (centres undefined)
  -1 | 8 | 0 | 2 | 3 | -0.9 | -7 | -1
17) COc1cc([N+](=O)[O-])ccc1NC(=O)CN1CCCC1
  1 | -20 | -11 | 1 | 2 | -1.3 | -6 | 3
18) Cc1ccc(S(=O)(=O)N2CCN(CCNC(=O)C(=O)NCc3ccccc3)CC2)cc1
  -2 | 21 | 0 | 0 | -2 | 1.2 | -9 | -1
19) CC(=O)c1cccc(NC=C2C(=O)OC3(CCCCC3)OC2=O)c1
  16 | 9 | -3 | 1 | 7 | -1.2 | 4 | -4
20) O=C(CSc1n[nH]c(-c2cc(Cl)ccc2Cl)n1)NCCN1C(=O)CSC1=O
  -1 | 4 | -3 | -2 | -2 | -2.9 | -3 | 6
21) CCOC(=O)c1ccc(Nc2nc(C)cc(C)n2)cc1
  . | -25 | 28 | 0 | 0 | 0.0 | . | 1
22) CC[C@]12c3[nH]c4ccc(Cl)cc4c3CCN1C(=O)[C@@H](CC(=O)NCCN1CCOCC1)C[C@@H]2C(=O)N1CCN(C(=O)C2CC2)CC1
  3 | -6 | -16 | 0 | 2 | -0.8 | 4 | -6
23) COc1ccc(C(CNC(=O)c2ccc(OC)c(S(=O)(=O)N3CCCC3)c2)N2CCCC2)cc1 (centres undefined)
  -6 | 11 | 8 | 0 | 3 | -0.4 | -9 | -3
24) Cc1ccc(S(=O)(=O)n2c(C)nc3cc(C)ccc32)cc1
  -2 | -3 | 2 | 0 | 13 | -1.6 | -1 | -16
25) COc1ccc(-c2nc3cc(NC(=S)NC(=O)Cc4ccccc4)ccc3o2)cc1
  -4 | -63 | 28 | 2 | 12 | 3.0 | -8 | 2
26) COc1cc(C(=O)N2CCSCC2)ccc1OC1CCN(C(C)=O)CC1
  -1 | . | 2 | 2 | 12 | 0.0 | -4 | 3
27) CCC(=O)Nc1ccc(NC(=O)Cc2ccccc2)cn1
  2 | 3 | -14 | 0 | 10 | -2.1 | -1 | -6
28) CCOC(=O)N1CCC(N2Cc3cccc(C(=O)Nc4ccc(N(CC)CC)cc4C)c3C2=O)CC1
  -5 | 16 | 1 | -6 | 22 | -1.6 | -6 | 13
29) COc1ccc(CN(CC2CCC(C(=O)O)CC2)C(=S)Nc2cc(Cl)ccc2OC)cc1 (centres undefined)
  1 | 0 | -9 | 3 | 2 | -1.7 | -2 | -5
30) COc1ccc(OCCCC(=O)Nc2nncs2)cc1
  -6 | 1 | -8 | -1 | -5 | -0.1 | -6 | 10

Three compounds already listed, arranged by formula weight, rising:
Order of values: APOBEC3A inh | Gli-Sufu block | EBI2 block | GRIN3A LBD mod | CCR6 antagonist | MPTP block | A3G deaminase | CXCR6 block
17) COc1cc([N+](=O)[O-])ccc1NC(=O)CN1CCCC1
  1 | -20 | -11 | 1 | 2 | -1.3 | -6 | 3
30) COc1ccc(OCCCC(=O)Nc2nncs2)cc1
  -6 | 1 | -8 | -1 | -5 | -0.1 | -6 | 10
18) Cc1ccc(S(=O)(=O)N2CCN(CCNC(=O)C(=O)NCc3ccccc3)CC2)cc1
  -2 | 21 | 0 | 0 | -2 | 1.2 | -9 | -1

Other records follow.
Order of values: APOBEC3A inh | Gli-Sufu block | EBI2 block | GRIN3A LBD mod | CCR6 antagonist | MPTP block | A3G deaminase | CXCR6 block
31) C[C@H](CO)N1C[C@H](C)[C@@H](CN(C)C(=O)Nc2ccccc2)Oc2ccc(NC(=O)C3CCCCC3)cc2C1=O
  -5 | 14 | -12 | -1 | 6 | 0.6 | -7 | -1
32) COc1ccc(C)cc1NC(=O)NNC(=O)C1CCC(C(C)(C)C)CC1 (centres undefined)
  -1 | 7 | 8 | -6 | 0 | -1.1 | -1 | 2
33) COC(=O)/C=C\C(=O)Nc1cccc([N+](=O)[O-])c1
  . | -1 | 6 | -6 | 106* | 4.1 | . | 75*
34) CCC(c1nnnn1C(C)(C)C)N1CCN(Cc2ccccc2OC)CC1 (centres undefined)
  5 | 15 | 2 | -9 | 10 | 0.5 | 2 | -3
35) COc1ccc(Nc2nnc(SCC(=O)N3CC(=O)Nc4ccccc43)s2)cc1
  -1 | -9 | 2 | -1 | 20 | 2.0 | -4 | 2
36) CC12CCC(=O)N1C(C(=O)Nc1nc3c(F)cc(F)cc3s1)CS2 (centres undefined)
  -2 | 1 | -3 | 1 | 6 | 0.2 | 4 | -1
37) Cc1onc(-c2ccccc2)c1C(=O)N1CCN(C)CC1
  -1 | 1 | -10 | 2 | -10 | 1.2 | 0 | -4
38) Cc1ccc(C)c(-c2csc(-c3cccnc3)n2)c1
  -7 | -60 | 6 | -3 | 17 | -0.2 | -4 | -3
39) CCN(Cc1cccc(OC)c1)CC1CCCN(CCc2cccc(OC)c2)C1 (centres undefined)
  -4 | 36 | 5 | 2 | 10 | 12 | -9 | 7
40) CC1=C(C)CC(C(=O)NCc2ccc3c(c2)OCO3)C(C(=O)O)C1 (centres undefined)
  -2 | 0 | -14 | 2 | 2 | -2.5 | -5 | -8
41) COCCN(C(=O)CSc1nnc(C)n1Cc1ccccc1)c1c(N)n(CC(C)C)c(=O)[nH]c1=O
  -5 | -17 | -7 | 2 | 0 | -0.9 | -7 | -2
42) COc1cc(C2c3cc4c(cc3OC(NCc3ccccc3)C2C)OCO4)cc(OC)c1OC (centres undefined)
  . | 42 | -2 | 0 | 10 | -0.5 | . | 0
43) CCC(NC(=O)CNC(=O)c1ccc2c(c1)OCO2)c1ccc(Br)cc1 (centres undefined)
  -2 | 4 | 6 | -1 | 15 | 0.5 | -6 | 5
44) O=C1c2ccccc2C(=O)N1CCCn1ccnc1
  0 | -1 | 2 | 0 | -6 | 1.2 | -4 | -8
45) N#CCSc1nnc(C2CCCCC2)n1-c1ccccc1
  2 | 1 | -1 | -2 | 3 | -1.1 | -2 | 4
46) CCCCC1N2CC3([N+](=O)[O-])CN1CC([N+](=O)[O-])(C2)C3(C)C (centres undefined)
  -1 | 6 | -7 | -1 | 14 | 0.7 | -7 | 1
47) COc1ccc(CNS(=O)(=O)c2ccc3oc(C(=O)O)c(C)c3c2)cc1
  1 | 5 | -12 | -1 | -5 | -0.5 | -2 | -5
48) COC(=O)Cc1c(O)ccn(Cc2ccccc2OC)c1=O
  -6 | -1 | 0 | -14 | -9 | -0.2 | -11 | -8
49) Cc1ccc(S(=O)(=O)C2(C(=O)Nc3cccc(F)c3)CC2)cc1
  -5 | -2 | 1 | 0 | 11 | -0.9 | -6 | 4
50) COc1ccc2nc(NC(=O)CN(c3ccc(C)cc3)S(=O)(=O)c3c(C)nn(C)c3C)sc2c1
  3 | 4 | 24 | -4 | -12 | 3.1 | 2 | -1
51) CCOC(=O)c1sc(NC(=O)c2ccc(C)s2)cc1C
  -1 | -101 | 16 | 10 | 9 | -0.1 | 0 | 1
52) O=C(O)CCc1nnc(SCC(=O)Nc2ccc(Cl)c(C(F)(F)F)c2)[nH]c1=O
  2 | -11 | -1 | 0 | 6 | 0.6 | 1 | 5
53) CC1(C)Cc2[nH]c3ccccc3c2C(C)(C)N1
  -2 | -4 | 0 | 0 | -16 | 0.1 | -6 | 2
54) CC1(C)Cc2ccccc2-c2nc3n(c(=O)c21)CCCS3
  1 | 8 | 6 | 0 | -7 | -1.5 | -5 | 6
55) COc1ccccc1C(=O)NNC(=O)c1ccc(NS(=O)(=O)c2cccs2)cc1
  -4 | -2 | 5 | 1 | 15 | 2.8 | 1 | 4
56) COc1ccc2c3c1O[C@H]1C[C@@H](O)C=C[C@@]31CCN(C)C2
  -3 | 3 | -5 | 0 | -14 | -1.4 | -5 | -6
57) Cc1cc(NC(=O)NC(=O)c2ccccc2NC(=O)CN)ccc1Oc1ncc(Br)cn1
  . | 17 | 3 | 0 | 3 | 0.3 | . | -3
58) CCCc1cc(=O)oc2c(C)c(OCC(=O)NCc3ccccn3)ccc12
  -2 | -2 | -9 | -2 | 20 | 0.8 | -3 | 6
59) Cc1ccc(S(=O)(=O)NCCOc2nc(N3CCOCC3)nc(N3CCOCC3)n2)cc1
  -2 | -8 | 1 | 0 | 8 | -1.4 | -7 | -6
60) CCCNC(=O)C(Cc1ccc(I)cc1)NC(=O)c1ccc(C#N)cc1 (centres undefined)
  -5 | 12 | 1 | 1 | 1 | 0.1 | -11 | 5
61) CN1CCS/C1=C/C=C1\SC(=S)N(CC(=O)O)C1=O
  7 | -6 | 5 | -1 | 26 | 1.4 | 6 | 15
62) CCN1CCN(C(=S)Nc2ccc3nc4n(c(=O)c3c2)CCCCC4)CC1
  2 | 10 | -9 | -2 | 1 | 1.5 | 1 | 6
63) COc1ccc(C(=O)OCCN2CCOCC2)cc1
  -6 | -6 | -9 | -4 | 7 | -1.7 | -5 | 4
64) CC(C)c1nc2sc(C(=O)O)c(N)c2c2c1CCCC2
  0 | 6 | 1 | 0 | 6 | 1.0 | -10 | -2
65) O=C(C1CC(=O)N(C2CCCCC2)C1)N1CCN(c2cccc(C(F)(F)F)c2)CC1 (centres undefined)
  -3 | 19 | 2 | -1 | -3 | -0.3 | -7 | 2
66) C(=N\N=C\c1cccnc1)/c1cccnc1
  -2 | -3 | 3 | -6 | 4 | 1.2 | 0 | -6
67) CC(=O)NN1C(=O)/C(=C2/Sc3ccc(Cl)cc3N2C)SC1=S
  -2 | -23 | 0 | 2 | 11 | 0.1 | -7 | 4
68) CC(C)(C)c1ccc(OCC(=O)Nc2cccc(S(=O)(=O)NC3=NCCCCC3)c2)cc1
  -1 | -2 | 3 | 0 | 0 | -0.9 | -1 | -11
69) O=C(NC1CCCCC1)NC1CCN(C(=S)NCc2ccco2)CC1
  3 | 4 | 2 | 2 | 0 | -0.4 | 3 | -2
70) CCCCC(=O)Nc1ccc(NC(=S)NC(=O)CC(C)C)cc1OC
  -3 | -3 | -8 | -1 | 8 | 0.0 | -3 | 2
